tuberculosis growth: growth inhibition of non-replicating M. tuberculosis (AID 488890); Mycobacterium tuberculosis non-replicating, growth inhibition; higher % means a stronger effect; inhibition, % at 25 µM, or IC50 in µM where a hit was titrated; hit rate 0.39% among 320,000; in the data active means a potency from the dose series; inconclusive means inhibition mostly from about 82% at the one dose, without a potency; inactive means the rest, 99 in 100 with inhibition below about 76%;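 further: plate controls were DMSO cells for no effect and high antibiotic wells for full effect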
PhoP GFP inhibition: PhoP regulon inhibitors, Salmonella typhi PhoP promoter GFP reporter, confirmatory (AID 1850); hit rate 0.33% among 310,000; Salmonella Typhi PhoP-promoter GFP reporter, fluorescence, 4 h; higher % means a stronger effect; inhibition, % at 50 µM; hits with a dose series show IC50 in µM; in the data active means a potency from the dose series; inconclusive means inhibition mostly from about 25% at the one dose, without a potency; inactive means the rest, 99 in 100 with inhibition below about 19%;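 further: 0% = induced wells with vehicle and 100% = uninduced wells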
H1N1 NS1A inhibition: H1N1 influenza NS1A inhibitors, functional cell based assay (AID 504329); NS1A functional cell-based assay, percent inhibition; higher % means a stronger effect; inhibition, % at 12.5 µM; hits with a dose series show IC50 in µM; hit rate 0.3% among 340,000; in the data active means a potency from the dose series; inconclusive means inhibition above about 27% without an active follow-up result; further: strong numbers were not always called active
H37Rv inhibition: M. tuberculosis growth inhibition, HTS (AID 449762). M. tuberculosis H37Rv growth inhibition, 7H9 media; higher % means a stronger effect. inhibition, % at 25 µM; hits with a dose series show IC50 in µM. hit rate 0.59% among 330,000; in the data active means a potency from the dose series; inconclusive means inhibition above about 70% without an active follow-up result;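 further: bacterial growth assessed after seven days of incubation; strong numbers were not always called active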
VEEV TC-83 Vero: inhibitors of VEEV TC-83 cytopathic effect, confirmation, Vero cells (AID 588727) | Vero cells, VEEV TC-83 cytopathic effect inhibition; higher % means a stronger effect | inhibition, % at 20 µM, or IC50 in µM where a hit was titrated | hit rate 0.13% among 350,000; in the data active means a potency from the dose series; inconclusive means inhibition mostly from about 14% at the one dose, without a potency; inactive means the rest, 99 in 100 with inhibition below about 12%; further: strong numbers were not always called active
VEEV TC-83 Vero 10K pilot screen: also measured in VEEV TC-83 Vero; calls as there; inhibition, %; measured here: 10K pilot screen inhibition
Active calls of the source: *; i = inactive; ? = inconclusive; nt = no result given.

SMILES	tuberculosis growth	PhoP GFP inhibition	H1N1 NS1A inhibition	H37Rv inhibition	VEEV TC-83 Vero	others
CC1CCN(S(=O)(=O)c2ccc(NC(=O)CCNC(=O)c3ccc(Cl)cc3)cc2)CC1	nt	nt	-3%	nt	4.5%
O=C(O)CC(NC(=O)C1CCCCC1)c1ccc(OC2CCCC2)cc1 (stereo not given)	-2%	0%	-1%	-6%	i
COc1ccc(S(=O)(=O)Nc2ccc(-n3cnnn3)cc2)cc1Br	nt	nt	-2%	nt	3.0%
CC1(C)N([O-])c2cc([N+](=O)[O-])ccc2[N+]1=O	-13%	-4%	nt	2%	?
NC(=O)c1cc(S(=O)(=O)N2CCCCC2)cs1	-7%	-2%	-5%	4%	1.6%
Cc1cccnc1NC(=O)c1ccccc1NC(=O)C(C)(C)C	6%	13%	5%	-1%	0.8%
COc1ccc(Nc2ccc3c(c2)=NC2(CCCCC2)[N+]=3[O-])cc1	?	4%	26%	?	0.2%
CCCC1(C(=O)OCC)NC(c2cc(OC)c(OC)c(OC)c2)C2C(=O)N(CC)C(=O)C21 (stereo not given)	1%	4%	5%	3%	3.3%
CCN(CCN(C)C)C(=O)C1CCN(S(=O)(=O)c2c(C)noc2/C=C/c2ccccc2F)CC1	39%	5%	-5%	5%	?
O=c1[nH]c(/C=C/c2ccc(Br)cc2)nc2ccccc12	-8%	9%	-29%	-2%	i
CCN(CC)S(=O)(=O)c1ccc(N/N=C/c2ccc(O)cc2)nc1	-12%	6%	8%	4%	3.6%
COc1ccc(S(=O)(=O)N2CCCCC2)cc1NC(=O)c1ccc2c(c1)OCO2	4%	-3%	5%	12%	11%
O=C(Nc1ccc2c(c1)OCO2)N1CCN(c2ccccc2)CC1	59%	7%	4%	7%	0.2%	VEEV TC-83 Vero 10K pilot screen=1.2
CCCS(=O)(=O)N1CCN(CC2CC=CCC2)CC1 (stereo not given)	1%	-7%	0%	7%	i
CCOC(=O)c1cnc2cc3c(cn2c1=O)CCCC3	5%	4%	-6%	-5%	2.5%
Oc1ccc(O)c2c1C1(Cl)C(Cl)=C(Cl)C2(Cl)C1(Cl)Cl	nt	nt	4%	nt	1.9%
COc1ccc(CCNC(=O)CCNC(=O)N2CC(=O)Nc3ccccc32)cc1	7%	-2%	-4%	-1%	i
Cc1cc(Br)c(OCc2ccc(C(=O)N/N=C3\CC(=O)CC(C)(C)C3)cc2)c(Br)c1	-1%	-2%	-7%	-3%	2.9%
CCc1cccc(CC)c1NC(=S)NCc1nc2ccccc2[nH]1	-6%	3%	-11%	1%	1.3%
Cn1c(N)c(C(=O)COC(=O)c2cc3ccccc3cc2O)c(=O)n(C)c1=O	-2%	nt	3%	-4%	9.3%

Next section (five carried over from the part before).
SMILES	tuberculosis growth	PhoP GFP inhibition	H1N1 NS1A inhibition	H37Rv inhibition	VEEV TC-83 Vero	others
Oc1ccc(O)c2c1C1(Cl)C(Cl)=C(Cl)C2(Cl)C1(Cl)Cl	nt	nt	4%	nt	1.9%
COc1ccc(CCNC(=O)CCNC(=O)N2CC(=O)Nc3ccccc32)cc1	7%	-2%	-4%	-1%	i
Cc1cc(Br)c(OCc2ccc(C(=O)N/N=C3\CC(=O)CC(C)(C)C3)cc2)c(Br)c1	-1%	-2%	-7%	-3%	2.9%
CCc1cccc(CC)c1NC(=S)NCc1nc2ccccc2[nH]1	-6%	3%	-11%	1%	1.3%
Cn1c(N)c(C(=O)COC(=O)c2cc3ccccc3cc2O)c(=O)n(C)c1=O	-2%	nt	3%	-4%	9.3%
CCn1c(C)[n+](Cc2ccccc2)c2ccc(C(=O)OC)cc21	2%	5%	-15%	-8%	i
CC1CN(C(=O)CCC(=O)NCCCN2CCC(Cc3ccccc3)CC2)c2cc(Cl)ccc2O1 (stereo not given)	64%	-15%	-1%	33%	3.1%
COc1cc(/C=N/N2CCN(c3ccccc3OC)CC2)ccc1O	-10%	5%	15%	-7%	0.7%
Cc1sc(NC(=O)c2ccco2)c(C(c2ccccc2)N2CCC(C)CC2)c1C (stereo not given)	33%	0%	-6%	-3%	27%
CN1CCCN(C2C3CC4CC(C3)CC2C4)CC1 (stereo not given)	-1%	-4%	10%	5%	1.5%
O=C(Nc1cccc(F)c1)c1ccc2c(c1)OCCO2	29%	-23%	6%	5%	1.1%
Cn1c(CNC(=O)CNC(=O)c2cccc(Cl)c2)cc(=O)n(C)c1=O	5%	-3%	4%	12%	0.8%
CC(C)(C)OC(=O)N(CCc1ccccc1)Cc1cccc(OCc2cccc(NC(=O)C3CCCC3)c2)c1	nt	nt	-8%	nt	i
Cc1cc(C)n(-c2ccc(C(=O)OCC(=O)c3ccc(Br)s3)cc2)n1	?	0%	1%	?	i
N#Cc1nc(Cc2cccc3ccccc23)oc1NCc1ccco1	0%	5%	5%	9%	i
COc1ccc(C2=NOC3(CC(=O)N(c4ccc(F)cc4)C3=O)C2)cc1 (stereo not given)	3%	-17%	8%	-1%	2.6%
CC(=O)N1CCc2cc(S(=O)(=O)N3CC(C)CC(C)C3)ccc21 (stereo not given)	-5%	7%	-4%	1%	i
CCOc1ccccc1/C=N/NC(=O)CNC(=O)COc1ccccc1	10%	-3%	-4%	0%	0.6%
CSC[C@H](NC(=O)COc1cc2c(c3oc(=O)c(C)c(C)c13)CCC(C)(C)O2)C(=O)O	-11%	-4%	0%	-2%	0.8%
CCOC(=O)/C(=C/c1ccc(Cl)cc1)NC(=O)c1ccco1	5%	8%	3%	-3%	i
O=c1oc2ccccc2c(NC(c2ccccc2)c2ccccc2)c1[N+](=O)[O-]	56%	-1%	0%	0%	0.2%
Cc1cc2cc(CNC(=O)CCC(=O)O)ccc2[nH]1	-11%	-8%	-1%	-6%	0.2%
COc1ccc(-c2csc(NC(=S)NC(=O)c3cccs3)n2)cc1Br	-4%	-3%	nt	-3%	66%
COC(=O)c1ccc(NS(=O)(=O)NC(=O)c2cn(C)c3ccccc23)cc1	5%	2%	7%	41%	1.6%
CCOC(=O)C(=O)/C(=C\N(C)C)c1onc(-c2c(F)cccc2Cl)c1C(=O)OC	0%	-4%	-3%	-1%	i
Cc1cc([N+](=O)[O-])nn1CCCC(=O)Nc1cc(Oc2ccc(F)cc2)cc([N+](=O)[O-])c1	29%	0%	31%	?	2.5%
O=C(CC1Oc2ccccc2NC1=O)NCc1ccccc1 (stereo not given)	11%	6%	-5%	13%	1.0%
Cc1ccc(NC(=O)CCS(=O)(=O)c2ccc3c(c2)NC(=O)C(C)S3)nc1 (stereo not given)	5%	5%	5%	-2%	3.9%
CSCC[C@H](NC(=O)C1CCN(S(=O)(=O)c2ccc(C)cc2C)CC1)c1nc2ccccc2[nH]1	73%	nt	-3%	3%	5.7%
C=C1C(=O)OC2C1C(OC(=O)C(C)=CC)CC(=C)C1C(O)C3OC3(C)C21O (stereo not given)	nt	nt	-1%	nt	i
CC1(C)Cc2c(sc3ncnc(N)c23)CO1	-10%	-3%	1%	-3%	i
Cc1ccc(C(=O)NCCCc2ccccc2)c(C)c1	3%	-1%	5%	1%	2.2%
Cc1oc(-c2cccc(Cl)c2)nc1CN1CCC(C(=O)NCC2CCCO2)CC1 (stereo not given)	14%	1%	-3%	2%	i
COc1cccc(-c2ccc(SCc3ccccn3)nn2)c1	56%	34%	1%	-1%	5.3%
O=C(O)CCNC(=O)/C(=C\c1ccco1)NC(=O)c1ccco1	6%	-8%	0%	-1%	0.2%
CC(=O)Nc1ccc(S(=O)(=O)N/N=C/c2ccc(C)o2)cc1	-6%	-9%	11%	-4%	0.5%
CC12CC[C@H]3[C@@H](CCC4(O)C[C@H](O)CCC34/C=N/NC(=O)c3ccc(O)cc3)C1(O)CCC2C1=CC(=O)OC1 (stereo not given in full)	-2%	4%	1%	-13%	0.7%
CCN(c1ccc(OC)cc1)S(=O)(=O)c1ccc2c(c1)CCN2C(=O)CCC(=O)O	5%	-3%	2%	-3%	i
Cn1c(N)c(C(=O)COC(=O)/C=C/c2ccc(F)cc2)c(=O)n(C)c1=O	-10%	nt	-6%	-8%	6.3%
CCOC(=O)c1cccc(NC(=O)CCNS(=O)(=O)c2cccc3nonc23)c1	7%	9%	-9%	-3%	4.1%
COc1ccc(N(CC(=O)Nc2c(C)n(C)n(-c3ccccc3)c2=O)S(=O)(=O)c2ccc(C)cc2)cc1	-2%	5%	5%	-17%	0.1%
CN(C(=O)COC(=O)c1cccc(S(=O)(=O)N2CCOCC2)c1)C1CCS(=O)(=O)C1 (stereo not given)	-5%	1%	-5%	0%	1.6%
COc1ccccc1NC(=O)Cc1csc(N)n1	-8%	1%	4%	0%	i
CCOc1ccc(N(CC(=O)N/N=C/c2cccnc2)S(C)(=O)=O)cc1	0%	-5%	8%	1%	13%
COc1ccccc1NS(=O)(=O)c1cccc(C(=O)OCC(=O)NC2CC2)c1	-5%	8%	-2%	-2%	1.3%
CCC1CC(C)(C(=O)Nc2ccc(S(N)(=O)=O)cc2)OC1=O (stereo not given)	-8%	-6%	3%	-1%	2.5%
Cc1ccc(C)c(/C(O)=C2/C(=O)C(=O)N(CCN3CCOCC3)C2c2ccc(C)o2)c1 (stereo not given)	12%	-12%	1%	1%	i
Cc1nn(C(C)C(=O)N2CCOCC2)c(=O)c2nn(-c3ccccc3)c(C)c12 (stereo not given)	6%	-4%	0%	-2%	1.2%
CCCCCc1c(C)c(C#N)c2nc3ccccc3n2c1-n1ccnc1C	-12%	3%	-4%	-4%	6.5%
Cc1ccc(S(=O)(=O)N(C)C)cc1-n1c(SCC(=O)Nc2ccc(F)c(F)c2F)nc2ccccc2c1=O	26%	-8%	-7%	8%	8.7%
Cc1nc(NC(=O)c2cnccn2)ccc1Br	63%	4%	-8%	7%	3.1%
Cn1c(=O)[nH]c(=O)c2c1nc1n2CC(O)CN1c1ccccc1 (stereo not given)	-24%	-7%	-3%	0%	1.7%
COc1ccc(C(C[N+](=O)[O-])c2c(C)[nH]c3ccccc23)cc1OC (stereo not given)	12%	1%	8%	1%	7.9%
Cc1sc2nc(SCCN(C)C)n(-c3ccccc3)c(=O)c2c1-c1ccc(F)cc1	77%	-2%	17%	5%	i
COc1cccc(C2C(C(=O)Nc3nc4ccccc4s3)=C(C)NC3=C2C(=O)CC(C)(C)C3)c1OC (stereo not given)	14%	-9%	0%	12%	5.3%
Cc1ccc(NC(=O)CN2C(=O)NC3(CCCCCCC3)C2=O)cc1C	1%	nt	-8%	-4%	5.1%
O=C(Nc1cccc(NC(=O)c2cccs2)c1)c1cccnc1	-10%	12%	5%	1%	2.5%
Cn1c(SCc2cccc(F)c2)nnc1-c1ccncc1	30%	-14%	2%	-11%	0.5%
COc1ccc(Cl)cc1NC(=O)CN(C)C(=O)c1cc(-c2ccncc2)nc2ccccc12	30%	8%	5%	49%	7.3%
CCOc1ccc(-n2c(C)nc3cc(C(=O)NCCCN4CCOCC4)ccc32)cc1	5%	-3%	-1%	7%	0.8%
Cc1cccc(-n2c(O)c(/C=C/C=Nc3ccccc3)c(=O)[nH]c2=O)c1	-5%	-62%	4%	-4%	0.9%
COc1ccc(CCn2c(-n3nc(C)cc3C)nc3c2c(=O)[nH]c(=O)n3C)cc1	7%	0%	6%	6%	7.1%
O=C(c1ccc(F)cc1)C(CCCCCC(CN1CCOCC1)C(=O)c1ccc(F)cc1)CN1CCOCC1 (stereo not given)	74%	1%	nt	2%	nt
CC1Cc2ccccc2N1C(=O)c1ccc(Br)o1 (stereo not given)	19%	-2%	-4%	10%	0.8%
Cc1nc(C)c(C(=O)NCc2ccc(Cl)cc2)o1	34%	-1%	-6%	-10%	0.1%
(next part)
SMILES	tuberculosis growth	PhoP GFP inhibition	H1N1 NS1A inhibition	H37Rv inhibition	VEEV TC-83 Vero	others
O=C(CSc1nnc2ccccn12)NC(=O)c1cccc([N+](=O)[O-])c1	-6%	nt	-7%	-5%	1.2%
Cc1cc(C)cc(NC(=O)CSc2n[nH]c(-c3cccnc3)n2)c1	1%	2%	-5%	-12%	0.5%
O=C(COC(=O)c1ccc(F)cc1Cl)NC1CCCCCCC1	?	nt	7%	?	0.5%
Cn1cc(Br)c(C(=O)Nc2ccc3c(C(F)(F)F)cc(=O)oc3c2)n1	-15%	-7%	-13%	-4%	2.6%

Quoted at random: 2 records from the list
SMILES	tuberculosis growth	PhoP GFP inhibition	H1N1 NS1A inhibition	H37Rv inhibition	VEEV TC-83 Vero	others
O=C(CSc1nnc2ccccn12)NC(=O)c1cccc([N+](=O)[O-])c1	-6%	nt	-7%	-5%	1.2%
Cn1cc(Br)c(C(=O)Nc2ccc3c(C(F)(F)F)cc(=O)oc3c2)n1	-15%	-7%	-13%	-4%	2.6%
